Xi reactivation: reactivates the inactive X chromosome in mouse fibroblasts; XiGFP mouse fibroblasts, % GFP-positive cells imaging, 3 d; cells co-treated with 5-aza-dC sensitizer; scaled so ellipticine positive control = 100%; 0.055% of 360,000 active; activation, % at 7.58 µM;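 active = mean normalized replicate activation at least 10% and every replicate at or above 10%; inconclusive = only one of the two criteria met; inactive = mean below 10% and not all replicates reach 10%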;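 also: 0% = median of on-plate neutral control wells and 100% = ellipticine 6 µM median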
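System: 68-5-11 XiGFP fibroblast line | Buffer or medium: DMEM containing 5-aza-dC | Compound: Single point | Times: Compounds 3 days, fix/stain 15 min at room temperature | Benchmarks: Positive control ellipticine, 6 µM final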
RAD54 branch: inhibitors of human RAD54 branch migration; Q92698; RAD54 Holliday junction branch migration, FAM/BHQ fluorescence; inhibition, % at 10.4 µM; 0.14% of 360,000 active; AID 602329;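 active = mean normalized replicate activity at least 40 and at least half of replicates scoring 40 or more; inconclusive = only one of the two criteria met; inactive = mean below 40 and under half of replicates reaching 40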;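 also: 0% = median of neutral control wells and 100% = median of positive control wells; inhibitors cause a drop in the FAM fluorescence signal; in these data hits start at about 50%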
Target sequence (Q92698 whole entry, looked up): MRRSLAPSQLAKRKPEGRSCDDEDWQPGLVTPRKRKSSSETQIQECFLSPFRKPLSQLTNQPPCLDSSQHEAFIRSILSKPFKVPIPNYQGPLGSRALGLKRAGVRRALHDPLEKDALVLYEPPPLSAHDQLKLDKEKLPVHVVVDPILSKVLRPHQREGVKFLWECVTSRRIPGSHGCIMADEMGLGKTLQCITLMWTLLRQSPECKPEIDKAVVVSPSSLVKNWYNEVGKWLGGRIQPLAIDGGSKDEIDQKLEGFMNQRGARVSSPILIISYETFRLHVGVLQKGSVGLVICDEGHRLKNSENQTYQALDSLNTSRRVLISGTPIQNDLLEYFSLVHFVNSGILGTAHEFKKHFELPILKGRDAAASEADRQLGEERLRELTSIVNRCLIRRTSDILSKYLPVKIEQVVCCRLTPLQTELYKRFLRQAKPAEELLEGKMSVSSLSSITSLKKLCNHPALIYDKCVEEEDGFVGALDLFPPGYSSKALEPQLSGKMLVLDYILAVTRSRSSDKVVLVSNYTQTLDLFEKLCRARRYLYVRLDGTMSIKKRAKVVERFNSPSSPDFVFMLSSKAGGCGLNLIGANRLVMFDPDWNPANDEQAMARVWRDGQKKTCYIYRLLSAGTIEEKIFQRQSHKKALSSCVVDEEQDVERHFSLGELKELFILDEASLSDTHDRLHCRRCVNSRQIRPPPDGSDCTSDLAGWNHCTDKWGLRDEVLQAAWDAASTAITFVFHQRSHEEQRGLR
DENV2 CPE: DENV2-induced cell death inhibition; DENV2-infected cells, cytopathic effect rescue, plate reader; CPE inhibition, % at 9.99 µM; 1.7% of 350,000 active; AID 651640; in the data active = CPE inhibition above about 20%, passing the limit was not always enough; inconclusive = no clear call, values can overlap the other calls; tested in BHK-21 cells;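 also: 0% = median of neutral control wells and 100% = median of positive control wells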
CFTR F508del cor: CFTR F508del correction in bronchial cells; CFBE cells, YFP halide quenching; stimulated with forskolin plus potentiator P3; % fluorescence drop versus neutral controls; activity (quench increase), % at 7.58 µM; 0.36% of 350,000 active; AID 720511;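 active = mean added fluorescence quench of at least 8% versus neutral control, with both replicates also reaching 8%; inconclusive = only one of the mean or replicate conditions met; inactive = mean below 8% and not both replicates reaching 8%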;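 also: cells transiently co-express mutant CFTR-F508del with the halide-sensitive YFP; corrector assay measuring rescue of mutant channel to the surface after 24 h compound exposure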
E-sel inducer: E-selectin induction on HUVECs; P16581; HUVEC E-selectin immunofluorescence imaging; normalized: neutral wells 0, TNF-alpha wells 100; activation, % at 7.58 µM; 0.37% of 260,000 active;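 active = mean E-selectin-positive cell signal at least 10% of the positive control, reached in at least 60% of replicates, without over 20% cell loss; inconclusive = no rule given, readout overlaps actives, possibly toxicity-flagged; inactive = the rest, including those meeting only one limit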;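 also: in these data hits start at about 27%; measured in HUVEC primary endothelial cells; signal is the percent of cells scored E-selectin positive by PE staining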
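Test system – human umbilical vein endothelial cells (HUVEC), E-selectin induction · Input – 3,000 HUVEC seeded per well · Buffer or medium – EGM-2, gelatin · Compound dosing – single-point compound dose · Detection – immunofluorescence imaging · Measure – percent E-selectin-positive cells · Controls – TNF-alpha high, DMSO low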
Casp6 inh: inhibitors of human caspase-6; inhibition, % at 12.5 µM; P55212; purified caspase-6, Z-VEID-R110 cleavage fluorescence; AID 686996; 0.53% of 350,000 active;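 active = mean inhibition across replicates at least about 35%, with every replicate also reaching that limit, limit read from the data; inconclusive = only one of the two criteria met; inactive = neither criterion met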;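 also: 0% = median of neutral control wells and 100% = no fluorescence left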
Target sequence (P55212 24-179 limits assumed): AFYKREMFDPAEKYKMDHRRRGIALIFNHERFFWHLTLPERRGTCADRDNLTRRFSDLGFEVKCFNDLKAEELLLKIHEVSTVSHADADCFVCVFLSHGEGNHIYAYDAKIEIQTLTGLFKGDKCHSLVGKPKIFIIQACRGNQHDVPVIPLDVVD
Target sequence (P55212 194-293 limits assumed): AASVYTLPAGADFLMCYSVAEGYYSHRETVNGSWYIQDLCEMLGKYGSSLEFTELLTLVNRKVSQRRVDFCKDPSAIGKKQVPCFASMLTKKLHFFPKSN
RAD52 inh: blocks human RAD52 DNA annealing; 0.46% of 360,000 active; recombinant RAD52 DNA annealing, FRET fluorescence; P43351; inhibition, % at 18.7 µM;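 active = every replicate showing at least 50% inhibition; inconclusive = mean inhibition at least 50% but not in every replicate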
GSIS activator: primary screen for activators of insulin secretion dependent on glucose, INS-1E cells, GLuc reporter luminescence. AID 743287. activation, % at 16.6 µM. 0.61% of 370,000 active. INS-1E GLuc reporter insulin secretion, 2-3 h;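 active = lowest replicate activation of at least 40%, so every replicate reaches that level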;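 also: 0% = median of neutral control wells and 100% = median of IBMX positive control wells; some compounds called inactive have numbers as strong as hits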
* = called active by the depositor; u = inconclusive; x = not tested or not shown. Compounds were not picked by outcome; overall some 3.7% were active at least once.

SMILES	Xi reactivation	RAD54 branch	DENV2 CPE	CFTR F508del cor	E-sel inducer	Casp6 inh	RAD52 inh	GSIS activator
Cc1ccc(-n2nc3c(=O)n(CC(=O)NCc4ccccc4Cl)nc(C)c3c2C)cc1	0.1	12	2	1.4	0.0	-2	-11	27
O=C(NNC(=S)Nc1ccc(F)cc1)C1[C@H]2CCCC[C@@H]12 (stereo partly drawn)	0.0	-3	-7	3.6	0.1	-6	3	x
O=[N+]([O-])c1ccccc1CN1CCN(Cc2c[nH]c3ccccc23)CC1	0.3	x	3	1.5	x	-2	-9	-46
Cc1nn(C)cc1CN(C)C(=O)c1cc(-c2ccccc2)nc2ccc(Br)cc12	0.0	-2	-5	-2.1	x	3	7	4
O=C(N/N=C/c1ccncc1)c1ccccc1[N+](=O)[O-]	0.2	x	0	0.2	x	-5	-15	1
O=C(COC(=O)COc1ccc(Cl)cc1)NC1CCCC1	0.0	-2	-2	-0.5	-0.4	-1	-9	x
CCN(Cc1ccccc1)C(=O)COc1ccccc1	0.0	-13	1	0.7	x	5	5	-17
Cc1ccc(S(=O)(=O)N2CCOCC2)cc1C(=O)OCc1nnc(-c2ccccc2)o1	0.4	2	3	4.3	-0.1	0	-22	9
O=C(CSc1ccc2nnc(-c3ccccn3)n2n1)NCc1ccco1	0.0	7	7	-5.9	-1.3	0	26	x
C=CCc1ccccc1OCC(O)CNC(C)C (stereo not drawn)	0.3	8	-4	4.2	2.6	4	-6	x
COc1ccccc1NC(=O)c1cc(C(=O)Nc2ccccc2OC)cc([N+](=O)[O-])c1	0.3	11	6	1.7	0.2	-4	-3	12
Cc1csc(SCC(=O)Nc2ccccc2C)n1	-0.1	-1	6	-0.1	0.0	0	-10	-6
Oc1cccc(/C=N/Nc2ccc(Cl)nn2)c1O	-0.1	-3	-4	13*	0.3	4	-17	-18
CC(C)(C)c1ccccc1NC(=O)c1cccnc1	x	x	1	-0.3	x	2	-7	13
C=CCn1c(SC(C)C(N)=O)nc2sc(CC)cc2c1=O (stereo not drawn)	0.0	x	5	0.0	x	-2	-10	18
Cc1cc(S(=O)(=O)N2CCN=C2c2ccccc2)c(Cl)cc1Cl	0.1	x	x	x	0.7	2	-13	-4
COc1ccc(CNC(=O)C[C@@H]2CC[C@H](NC(=O)CN(C)C)[C@@H](CO)O2)cc1	0.3	3	-4	0.0	0.1	x	-5	-1
COc1ccccc1N1CCN(S(=O)(=O)CCNC(=O)CC2CCCC2)CC1	0.1	-6	16	1.5	-0.2	1	-18	-11
COc1ccc(Cc2c(-c3ccc(C)cc3)nc3cc(C)c(Br)c(C)n23)c(C)c1	0.1	-4	-6	-1.0	0.0	-2	-19	x
COCCCNC(=O)C[C@@H]1C[C@@]2(C(=O)OC)CCCCC=C2N(CCC2=CCCCC2)C1=O	1.1	x	11	-1.0	0.0	0	10	-18
CC1(NC(=O)Cc2csc(-c3cccc(Cl)c3)n2)CCS(=O)(=O)C1 (stereo not drawn)	0.6	-2	-7	-0.7	1.1	1	-16	9
CC(C)Nc1ncnc2c1ncn2[C@H]1CN(Cc2ccccc2)C[C@@H](CO)O1	0.0	-9	0	0.7	0.1	5	-28	23
O=C(COc1ccc([N+](=O)[O-])cc1Cl)Nc1ccc2[nH]c(=O)[nH]c2c1	0.4	10	0	-5.2	1.0	-2	-10	-1
C/C=C/c1ccccc1[C@H]1[C@H](C#N)N(c2nc(CC)cs2)[C@H]1CO	0.0	x	-3	1.0	0.0	0	-12	-9
CN1CCN(C(=O)C[C@@H]2CC[C@@H]3[C@H](COC[C@H](O)CN3C(=O)C3CCOCC3)O2)CC1	3.7	7	-6	0.4	-0.1	2	-38	0

Additional results.
SMILES	Xi reactivation	RAD54 branch	DENV2 CPE	CFTR F508del cor	E-sel inducer	Casp6 inh	RAD52 inh	GSIS activator
CCOC(=O)C1(CCOc2ccccc2)CCN(Cc2ccc(OC)c(COC)c2)CC1	0.1	-3	u	3.4	x	-2	-10	-7
O=C(COc1ncnc2ccccc12)Nc1ccc(Cl)c([N+](=O)[O-])c1	0.2	x	2	x	x	5	-13	-22
S=C(NCCN1CCOCC1)N/N=C/c1ccccc1	x	0	x	x	x	1	-5	0
O=C(COC(=O)c1ccc(O)cc1O)Nc1cccc2ccccc12	0.0	-5	-6	0.4	x	10	-11	-13
C[C@@H]1CN([C@@H](C)CO)C(=O)Cc2cc(N(C)C)ccc2O[C@H]1CN(C)Cc1ccc(-c2ccccc2)cc1	0.2	-8	-1	-0.1	-0.1	-1	7	-29
COc1ccc(C(=O)NCc2nnc(SCC(=O)c3ccccc3)n2C)cc1OC	0.0	3	u	0.5	-0.2	7	-1	-21
COCC(=O)Nc1ccc2c(c1)C(=O)N(C)[C@@H]1CC[C@@H](CC(=O)NCc3ccc(OC)cc3)O[C@@H]1CO2	0.1	-8	3	-1.7	0.0	x	x	-3
CO[C@@H]1CN(C)C(=O)c2cc(NC(=O)CC(F)(F)F)ccc2OC[C@@H](C)N(C(=O)C2CCOCC2)C[C@@H]1C	0.2	x	-10	-1.8	-0.2	1	-56	-1
C[C@@H]1CN([C@H](C)CO)C(=O)c2cc(C#CC3CCCCC3)cnc2O[C@H]1CN(C)C(=O)Nc1ccccc1	-0.4	7	-2	-0.7	24	1	11	-18
O=C(CN1CCCCCC1)Nc1ccccc1Oc1ccccc1	0.2	-8	7	-1.0	7.5	-4	-13	-19
CC(C)c1ccc(C(CC(=O)O)NC(=O)c2cccs2)cc1 (stereo not drawn)	0.0	6	-1	-3.4	5.9	1	-32	1
CCc1ccccc1NC(=O)COc1ccc2oc(-c3ccc(OC)cc3)cc(=O)c2c1	-0.1	7	-13	x	x	1	-13	x
CN1c2ccsc2/C(=N/Nc2ccccc2)CS1(=O)=O	0.0	-1	-5	-0.5	x	2	-6	1
CC(=O)Oc1ccc(N2C(=O)c3cccc4c([N+](=O)[O-])ccc(c34)C2=O)cc1	-0.1	-3	-3	32*	x	4	-5	-28
COc1ccc(S(=O)(=O)N2CCCOC2CNC(=O)C(=O)NCCCn2ccnc2)cc1OC (stereo not drawn)	0.0	x	-5	0.1	x	-19	-6	6
Cc1noc(C)c1NC(=O)NCC[C@@H]1CC[C@@H](NC(=O)c2ccccc2)[C@H](CO)O1	0.2	-3	5	0.7	-0.1	-1	-8	-3
Cc1ccc2c(c1)C(c1ccccc1)N(C(=O)c1ccc3c(c1)OCO3)CC(=O)N2 (stereo not drawn)	0.3	1	-4	0.0	0.0	2	-11	3
O=C(c1noc2c1CCCC2)N1CCOCC1	x	-6	-4	-3.1	x	-4	12	x
COCC(=O)N(C)C[C@H]1Oc2ncc(C#C[C@H](C)O)cc2C(=O)N([C@H](C)CO)C[C@H]1C	0.0	-3	2	-2.1	-1.0	4	-6	18
CCn1c(SCC(=O)N(C)C)nc2cc(S(=O)(=O)N3CCOCC3)ccc21	0.1	0	4	-2.5	-0.1	-1	1	5
C[C@@H]1CN([C@@H](C)CO)C(=O)Cc2cc(NC(=O)Nc3ccc4c(c3)OCO4)ccc2O[C@@H]1CN(C)Cc1ccc2c(c1)OCO2	0.1	0	-4	-3.4	0.1	1	-17	-11
COc1cc2c(cc1OC)C(c1ccc(C(F)(F)F)cc1)CC(=O)N2 (stereo not drawn)	0.3	2	19	3.2	1.5	-5	-8	9
CCC(SC1=N/C(=C/c2ccccc2)C(=O)N1c1ccccc1)C(=O)Nc1cc(C)on1 (stereo not drawn)	0.4	0	-4	1.5	0.7	-5	-11	-3
Cc1ccc(OCCNC(=O)[C@H]2O[C@@H](n3cnc4c(N)ncnc43)[C@H](O)[C@@H]2O)cc1C	0.1	0	-8	2.4	0.3	1	-10	27
Cc1ccc(-c2n[nH]c(=O)c3ccccc23)cc1S(=O)(=O)NCC1CCCO1 (stereo not drawn)	0.0	0	3	-0.5	-0.1	0	-5	17

Next records
SMILES	Xi reactivation	RAD54 branch	DENV2 CPE	CFTR F508del cor	E-sel inducer	Casp6 inh	RAD52 inh	GSIS activator
CN1OC[C@@H]2CN(C(=O)c3cccc4ccccc34)[C@H](c3ccc(N4CCCCC4)cc3)C[C@@H]21	0.1	-1	2	-3.9	4.8	-2	-48	-6
Cc1noc(C)c1S(=O)(=O)N1CCC(C(=O)O)CC1	0.3	4	2	1.9	0.2	0	-15	6
CCOC(=O)N1CCN(C(=O)C2CCC(=O)N(CCCc3ccccc3)C2)CC1 (stereo not drawn)	0.0	1	-3	0.9	0.9	-2	-16	0
CCOC(=O)CN1C(=O)N[C@H](c2ccc(Br)cc2)C(C(C)=O)=C1C	0.0	3	-7	2.2	-0.1	-3	-29	-20
COc1ccc(C)cc1NC(=O)COC(=O)c1c(C)nn(-c2ccccc2)c1C	0.3	1	0	0.5	x	4	6	-5
O=C1C=C(c2ccc(Cl)nc2)C[C@@H](c2ccc3c(c2)OCO3)C1	0.0	-7	x	6.0	0.9	x	x	6
COc1ccccc1CCNC(=O)Cc1cccs1	-0.3	1	-5	4.5	-0.5	2	-3	-19
O=C(Nc1cccc(S(=O)(=O)N2CCCCC2)c1)c1ccccc1NS(=O)(=O)c1ccc(F)cc1	0.0	x	-3	x	0.2	1	-19	-74
CCn1cc(CN2CCCC(CNC(=O)COc3ccccc3OC)C2)c(C)n1 (stereo not drawn)	-0.1	-2	0	1.8	0.2	0	-10	7
O=C(Nc1ccc(OCc2ccccc2)cc1)Nc1nnc([C@@H]2C[C@H](O)[C@@H](CO)O2)s1	0.2	2	-5	-0.4	1.1	3	-3	-26
COCCNC(=S)N1CCN(c2cccc(C(F)(F)F)c2)CC1	0.0	x	-3	-2.5	x	-3	-3	-42
Cc1noc(C)c1C(=O)N(CC(=O)NC1CCCC1)Cc1ccccc1F	x	-1	-3	-2.7	x	0	-15	11
CC[C@]12c3[nH]c4ccc(Cl)cc4c3CCN1C(=O)[C@@H](CC(=O)NCc1ccc(OC)c(OC)c1)C[C@@H]2C(=O)N1CCN(C(=O)c2ccco2)CC1	0.0	-3	0	-0.5	-0.2	2	5	-7
COc1cccc(CNC(=O)CCc2ccc(OC)c(OC)c2)c1	0.0	-9	u	-0.5	0.1	-1	-12	9
CCCNC(=O)C[C@@H]1C[C@@H]2c3cc(NS(=O)(=O)c4cccc(OC)c4)ccc3O[C@@H]2[C@@H](CO)O1	-0.1	-4	1	-3.3	-0.2	2	0	-2
COc1ccc(NC(=O)CCNS(=O)(=O)c2cccc3nsnc23)cc1OC	0.0	x	9	0.9	x	1	-5	x
C[C@H](CO)N1C[C@H](C)[C@@H](CN(C)Cc2ccc(Cl)c(Cl)c2)Oc2ccc(N(C)C)cc2CC1=O	-1.0	6	9	-2.8	0.2	-2	34	-31
CCOc1ccc(NC2OCC(O)C(O)C2O)c([N+](=O)[O-])c1 (stereo not drawn)	0.2	x	8	-0.2	0.1	-1	-8	-7
CC(NC(=O)c1ccccc1)C(=O)N/N=C/c1ccccc1 (stereo not drawn)	u	9	x	-0.5	1.5	-3	-2	5

Bioassay records (PubChem)
